LEDGF integ inh = blocks HIV-1 LEDGF/p75-dependent DNA integration; TR-FRET IN-LEDGF/p75 DNA integration, Eu/Cy5; inhibition, % at 3.7 µM; 370,000 tested, 0.64% active; AID 743269;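 active = inhibition above the screen-wide mean plus 3 SD, cut at about 13% in these data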;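 also: signal is the Cy5 over europium emission ratio at 671 and 618 nm; 0% = plate median of compound wells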
TDP2 inh = blocks human TDP2 phosphodiesterase activity; O95551; recombinant TDP2, T5PNP hydrolysis, p-nitrophenol absorbance 415 nm; inhibition, % at 12.8 µM; 370,000 tested, 0.34% active; AID 720702;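 active = inhibition above the mean of all tested compounds plus 3 SD, set per campaign, cut at about 25% in these data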;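 also: 0% = DMSO with enzyme and 100% = buffer with substrate but no TDP2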
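System – recombinant human TDP2 · Amount – 120 nM TDP2 per well · Buffer or medium – Mg2+-containing Tris-HCl buffer, pH 7.5 · Reagent – T5PNP substrate, 5 mM · Dosing – 12.8 µM single point, 1% DMSO · Incubation – 2 h at 37 °C · Measured by – epi absorbance · Read-out basis – percent inhibition · Benchmarks – high control without enzyme, low control DMSO plus TDP2 · Repeats – singlicate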
ABHD4 inh = ABHD4 (mouse) inhibition, primary FP screen; Q8VD66; purified mABHD4, FP-Rh probe fluorescence polarization; inhibition, % at 8.92 µM; 370,000 tested, 0.54% active; AID 720543;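 active = inhibition exceeding the mean over every tested compound plus 3 SD, cut at about 30% in these data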;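 also: 0% = plate median of compound wells and 100% = S159A mutant with DMSO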
Target sequence (Q8VD66 whole entry, looked up): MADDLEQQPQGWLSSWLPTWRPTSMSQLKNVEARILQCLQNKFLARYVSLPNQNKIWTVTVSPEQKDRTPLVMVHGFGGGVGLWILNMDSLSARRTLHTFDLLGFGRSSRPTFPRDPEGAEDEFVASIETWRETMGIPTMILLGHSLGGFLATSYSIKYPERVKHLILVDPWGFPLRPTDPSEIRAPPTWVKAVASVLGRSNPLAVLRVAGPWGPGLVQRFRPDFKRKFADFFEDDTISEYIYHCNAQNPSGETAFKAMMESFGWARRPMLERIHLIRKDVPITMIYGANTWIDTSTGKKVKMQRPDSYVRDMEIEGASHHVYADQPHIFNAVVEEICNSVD
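Assay system: wild-type mouse ABHD4 protein; compound: single nominal dose of 8.92 µM, 0.89% DMSO final; schedule: 45 min + 60 min at 25 °C; measured by: FP readout, ex 525 nm / em 598 nm; evaluation: % inhibition of FP-Rh probe binding versus controls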
SIAE primary = inhibitors of human sialic acid acetylesterase SIAE; Q9HAT2; SIAE FP-Rh probe binding, fluorescence polarization; inhibition, % at 9.66 µM; 370,000 tested, 0.69% active;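 active = inhibition above a cutoff: mean of compounds within the control limits plus 3 SD of those, cut at about 17% in these data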;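 also: 0% = plate median of compound wells and 100% = probe without SIAE protein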
PRMT1 inh = inhibitors of human PRMT1 | recombinant PRMT1, activity-based probe fluorescence polarization | Q99873 | inhibition, % at 2.79 µM | 370,000 tested, 1.3% active;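 active = inhibition above about 21% made by adding two undisclosed values, limit read from the data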
PG9 binder = binds the HIV-1 gp120 antibody PG9; TR-FRET gp120-PG9 antibody binding; inhibition, % at 6.7 µM; 360,000 tested, 0.43% active; AID 624416; in the data active = inhibition above about 8.5%
HTRA1 inhibitor = HTRA1 (human) protease inhibition. inhibition, % at 5.96 µM. recombinant HTRA1, FP-rhodamine activity-based probe, fluorescence polarization. Q92743. AID 504803. 340,000 tested, 0.5% active; in the data active = inhibition above about 36%;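 also: 0% = enzyme with DMSO and 100% = wells lacking enzyme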
Tn7 DDE FP = disrupts Tn7 cyclic peptide binding to fibrin D-Dimer-E complex | P02675 | FP displacement of FITC-Tn7 peptide from fibrin DD(E); 0% = median of compound wells per plate | inhibition, % at 8.3 µM | 370,000 tested, 0.13% active | AID 720508;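 active = inhibition above the mean of compounds falling within the control limits plus 3 SD of them, cut at about 14% in these data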;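 also: 0% = plate median of compound wells and 100% = 10 µM Aha-Tn7 peptide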
Target sequence (P02675 whole entry, looked up): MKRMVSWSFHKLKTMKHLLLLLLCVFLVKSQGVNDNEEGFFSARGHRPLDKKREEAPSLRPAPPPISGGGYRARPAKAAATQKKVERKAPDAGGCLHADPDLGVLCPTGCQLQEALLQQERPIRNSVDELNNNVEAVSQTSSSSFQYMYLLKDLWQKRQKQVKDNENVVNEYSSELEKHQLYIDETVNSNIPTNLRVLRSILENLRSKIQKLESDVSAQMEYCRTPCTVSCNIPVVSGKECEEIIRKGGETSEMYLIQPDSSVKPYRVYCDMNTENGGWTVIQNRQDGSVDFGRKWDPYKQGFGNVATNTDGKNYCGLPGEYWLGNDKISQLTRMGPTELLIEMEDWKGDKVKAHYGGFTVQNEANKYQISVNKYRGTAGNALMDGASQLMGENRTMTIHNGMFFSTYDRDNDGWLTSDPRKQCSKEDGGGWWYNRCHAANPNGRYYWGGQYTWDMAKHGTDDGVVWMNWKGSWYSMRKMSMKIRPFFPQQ
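Assay system: Human fibrin DD(E) protein | Medium: Tris buffer with calcium and detergent, pH 7.8 | Reagent: 0.1 µM fluorescent Tn7 | Compound dosing: Single point at 8.3 µM | Times: 10 min preincubation, 3 h with tracer, room temperature | Detection: Fluorescence polarization of the labelled Tn7 tracer | Controls: Aha-Tn7 high control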
TCR CD3 inh = blocks the human TCR-CD3 interaction | TAMRA-labeled TCR probe fluorescence, biochemical | inhibition, % at 9.4 µM | 360,000 tested, 0.37% active | AID 651800; in the data active = inhibition above about 19%;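 also: recombinant mutant TCR 2C K166C tagged with TAMRA read by polarization; 0% = receptor in buffer alone and 100% = receptor with positive control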
UHRF1 MBD2 ctr = blocks human UHRF1 binding to methylated DNA; Q96T88; UHRF1 binding to methylated oligo, TR-FRET; inhibition, % at 4.4 µM; 370,000 tested, 0.75% active; AID 687016; in the data active = inhibition above about 21%;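 also: UHRF1 SRA domain binding a hemimethylated CpG hairpin DNA probe; 0% = median of test compound wells and 100% = reference inhibitor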
Numbers without * were called inactive; x = not tested or not shown; & = joins results of further samples; ! = a repeat was not active. Outcome played no part in choosing rows, and some 4.2% of all compounds hit somewhere here.

SMILES | LEDGF integ inh | TDP2 inh | ABHD4 inh | SIAE primary | PRMT1 inh | PG9 binder | HTRA1 inhibitor | Tn7 DDE FP | TCR CD3 inh | UHRF1 MBD2 ctr
C/C(=N\NC(=O)CNC(=O)c1ccc(F)cc1)c1ccco1 | 0.1 | -0.8 | 0.9 | 10.5 | -1.2 | -1.8 | 0.8 | 2.3 | 2.7 | -1.6
Cc1ccc(-n2cc(CNCCn3nc(C)cc3C)c(-c3ccc(F)cc3)n2)cc1 | 11.6 | -5.0 | -0.2 | -2.3 | 0.3 | -0.8 | -23.5 | -1.5 | 0.3 | 0.1
CCOC(=O)N1CCC(N2C(=O)c3cc(C(=O)NC4CCCCC4)ccc3C2O)CC1 (stereo not given) | -4.8 | -1.4 | 1.1 | 0.0 | -2.5 | -3.4 | 2.3 | 0.6 | 5.0 | 1.3
COc1ccc(NCc2nnc(-c3ccccc3)o2)cc1 | 2.9 | -11.2 | 1.4 | -3.9 | -3.4 | -0.1 | 3.7 | -0.5 | 3.1 | -3.9
Cc1cccc(OCc2ccccc2)n1 | 0.3 | 9.7 | 3.6 | 1.0 | 1.6 | -0.7 | 4.3 | -2.0 | 4.2 | 0.6
CCOc1cccc(CN2CCC(n3nccc3NC(=O)C3CC3)CC2)c1O | -8.5 | -3.8 | 1.6 | 5.5 | 1.1 | -1.9 | 2.9 | 7.5 | -1.5 | 3.2
COc1cc(OC)c(C(=O)/C=C/c2ccc(OCc3ccccc3)c(OC)c2)c(OC)c1 | -3.3 | -8.6 | 7.9 | -4.1 | 0.4 | -0.8 | -36.3 | -1.3 | -10.2 | 2.0
C=CCOC(=O)N1CCC2CC1c1cc(-c3ccc(OC)cc3)ccc12 (stereo not given) | 2.3 | -4.8 | -1.0 | -3.3 | 1.1 | 0.4 | -24.6 | -3.3 | 3.8 | 0.7
COc1cc(CNC2CCCC2)cc(OC)c1 | 8.0 | -2.8 | 10.7 | 5.0 | -1.9 | -1.5 | 2.9 | 1.5 | -5.2 | 5.7
CCOC(=O)C1=C(CC)Nc2ccccc2N/C1=N\S(=O)(=O)c1cccc(C(C)=O)c1 | 1.9 | 8.6 | 2.1 | 0.5 | 0.1 | -0.1 | 3.1 | -0.7 | 4.0 | -0.1
Cc1ccc(CNc2ncc(-c3ccccc3)n2C)o1 | 1.7 | 11.8 | 6.1 | 1.1 | -2.3 | 0.2 | -2.9 | 6.1 | 3.5 | -1.7
O=C(COC(=O)Cc1ccc(F)cc1)Nc1cc(S(=O)(=O)N2CCOCC2)ccc1N1CCCC1 | -2.7 | -10.1 | 0.3 | 14.4 | -0.5 | -1.8 | -0.9 | 2.7 | 5.5 | 0.2
COCCn1c(C23CC4CC(CC(C4)C2)C3)n[nH]c1=S | -2.8 | -2.2 | -1.5 | 9.6 | -2.5 | -0.7 | 3.5 | 4.7 | -2.9 | -3.5
COc1ccccc1CNC(=O)c1ccccc1OCc1ccc(F)cc1 | -0.3 | -6.6 | -3.8 | 9.5 | 1.3 | 0.2 | -53.3 | 0.8 | -7.1 | 2.6
NC(=O)C(c1ccccc1)C1CCCC1 (stereo not given) | -2.6 | -19.2 | -7.2 | -5.5 | -2.6 | 1.8 | 8.5 | 0.9 | 5.2 | 2.6
COc1ccc(N2C(=O)CC(Sc3nc4c(cc3C#N)CCC4)C2=O)cc1 (stereo not given) | 1.5 | 6.7 | 7.0 | 5.4 | 3.5 | 0.1 | -2.9 | 4.1 | 1.6 | -0.2
CCC[C@H]1COCCS(=O)(=O)N1Cc1ccccc1F | 0.5 | -6.1 | 1.3 | 2.5 | -2.2 | -3.8 | 5.0 | 1.9 | 1.5 | -1.7
COc1cccc(-c2cc(C(=O)Nc3ccccc3)c3ccccc3n2)c1 | 0.9 | 1.0 | -2.0 | -3.7 | -0.4 | -1.6 | x | -1.8 | -4.9 | -1.6
Cc1ccc(S(=O)(=O)N2C[C@H]3n4c(=O)ccc(=O)n4C[C@H](OC(=O)NCc4ccccc4F)[C@@]3(O)C2)cc1 | -4.2 | -9.4 | 4.7 | 7.0 | -0.1 | -1.0 | -3.6 | 3.4 | 1.5 | -0.1
CC1(C)CC2(CCO1)OC(=O)CC2C(=O)Nc1c(Cl)cccc1Cl (stereo not given) | 1.5 | 3.1 | 2.8 | -1.1 | 0.1 | 0.4 | 4.9 | -7.6 | -1.1 | 2.6
Cc1ccccc1N(Cc1cc(=O)[nH]c2ccccc12)C(=O)C(C)C | 0.8 | 1.7 | 1.2 | -0.9 | 5.0 | 0.9 | -2.7 | 4.0 | -5.2 | 2.0
COC(=O)c1c(CCl)noc1C(=O)NCC1CCCO1 (stereo not given) | 0.3 | 13.3 | 7.3 | 8.6 | 0.3 | -1.7 | 1.0 | 0.2 | 1.3 | 1.6
NC(=S)Nc1ccc(F)cc1F | -1.2 | 3.3 | 3.0 | 22.1* | -2.9 | -0.8 | 1.9 | 2.9 | 3.5 | -2.3
CC(Sc1nc2ccccc2n1C)C(=O)Nc1ccc(N2CCOCC2)cc1 (stereo not given) | -8.5 | -2.7 | -0.3 | 1.0 | -0.8 | 2.1 | 9.0 | -5.4 | 5.8 | -0.9
C=CCNC(=O)CCCCCNS(=O)(=O)c1ccc(OC)cc1 | -4.7 | 12.9 | 0.5 | -0.6 | 0.3 | 1.6 | -1.2 | 0.0 | 0.7 | 6.5

(cont.)
SMILES | LEDGF integ inh | TDP2 inh | ABHD4 inh | SIAE primary | PRMT1 inh | PG9 binder | HTRA1 inhibitor | Tn7 DDE FP | TCR CD3 inh | UHRF1 MBD2 ctr
Cc1ccc(N2CC(O)=C(c3ccccc3)C2=N)cc1 | 1.8 | 13.3 | -1.5 | -3.6 | -1.8 | -1.4 | -5.6 | -1.8 | 5.8 | 0.4
Cc1[nH]nc2c1-c1nc3ccccc3nc1C(C)(C)C2 | 0.1 | 4.5 | -6.2 | -1.7 | -1.0 | -0.8 | -12.0 | -2.3 | 7.3 | 0.2
Oc1ccc(NC(=S)Nc2ccccc2)cc1 | 1.0&2.1 | 24.6*! | 42.4* | 7.6&2.7 | 7.8&11.5 | -0.3&-1.1 | 5.4&9.8 | 10.8&2.0 | 8.3&1.6 | -4.6&-7.4
S=C(NCc1ccco1)N1CCN(C/C=C/c2ccccc2)CC1 | 4.6 | 1.7 | 4.7 | 0.6 | -0.1 | -0.4 | -4.3 | -1.1 | 8.2 | -0.7
CCOc1ccc(C(=O)c2ccccc2C(=O)O)cc1OCC | -2.2 | 5.1 | 3.2 | 8.9 | 1.2 | -1.1 | -0.5 | 4.1 | 2.7 | -0.9
COc1ccccc1N1CCN(C(=O)c2nn(-c3ccccc3OC)c(=O)c3ccccc23)CC1 | -2.7 | -3.1 | -2.4 | -3.1 | 2.7 | 1.9 | 5.4 | 3.4 | -2.7 | 0.0
S=c1nc(-c2ccccc2Cl)n(Cc2cccnc2)c2c1CCCC2 | 0.9 | 4.0 | 6.0 | 3.7 | 7.7 | 6.2 | 4.0 | 2.7 | -5.0 | -0.5
N#Cc1ccc(OCC(=O)OCC(=O)c2ccc[nH]2)cc1 | 0.1 | -0.7 | 8.8 | 3.9 | 0.8 | -1.4 | -3.8 | 3.8 | -3.3 | -1.9
C/C(=N\OC(=O)Nc1ccccc1)c1ccc(C)cc1 | -1.2 | 11.5 | 1.3 | 9.3 | 0.1 | -2.0 | -3.7 | -6.0 | 3.8 | 0.0
COc1ccc(C=NNC(=O)CCCCC(=O)NN=Cc2ccc(OC)cc2)cc1 | 4.7 | 3.1 | -0.6 | 3.3 | -1.7 | 0.8 | 6.7 | 7.3 | -4.1 | -2.5
CCN1C(=O)c2cccc3c(S(=O)(=O)NCc4ccco4)ccc1c23 | -1.3 | -1.5 | 1.1 | 0.8 | 1.2 | -0.1 | 1.4 | 9.3 | 4.8 | -6.4
CC(C)C(C)NC(=O)CSc1nc2scc(-c3ccco3)c2c(=O)n1-c1ccccc1 (stereo not given) | 2.1 | 8.0 | 0.3 | -8.9 | 4.8 | -0.9 | 19.4 | -2.1 | 0.6 | -2.3
COCc1ccc(-c2c(-c3ccsc3)oc(=O)c3cc(OC)c(OC)cc23)cc1 | -0.3 | 8.1 | 3.0 | -4.3 | 1.1 | -1.1 | -3.8 | 2.2 | 8.1 | 3.6
CC(C)CN(C(=O)c1cccc(S(=O)(=O)N2CCN(Cc3ccccc3)CC2)c1)C1CCS(=O)(=O)C1 (stereo not given) | -2.5 | -2.0 | 5.8 | -3.0 | -1.4 | 0.3 | -2.6 | -6.6 | 3.3 | -1.3
O=C(O)C1CCC(=O)N1C1CCCC1 (stereo not given) | -0.1 | -1.4 | 3.1 | 4.1 | -2.0 | -2.4 | 6.5 | -1.4 | 5.0 | 0.1
C[C@H]1CCC[C@@]2(O[C@@H](CCO)C[C@@H](O)[C@@H]2O)O1 | 0.4 | 13.5 | 1.0 | 0.3 | 2.2 | 0.7 | -0.9 | 1.0 | 0.7 | -3.2
Cc1cccc(C(=O)NNC2=C(C(=O)C(F)(F)F)CCC2)c1O | -2.1 | -2.4 | 9.1 | 2.9 | -0.2 | 0.6 | 7.4 | 4.0 | 1.4 | -3.8
COc1ccc(N/C=C(\C=C\C#N)S(=O)(=O)c2ccccc2)cc1 | 0.8 | 3.7 | 1.4 | -5.5 | 2.0 | 1.2 | 0.5 | -5.1 | -2.0 | -0.3
CC1(C2CC2)NC(=O)N(CC(=O)N2CCN(c3cccc(C(F)(F)F)c3)CC2)C1=O (stereo not given) | 1.4 | 7.4 | -5.1 | -1.1 | 2.2 | 1.2 | -3.9 | 3.4 | -6.7 | 4.7
Cc1cccn2cc(CCNS(=O)(=O)c3ccc([N+](=O)[O-])cc3)nc12 | 3.1 | -8.3 | 0.3 | -3.6 | -0.3 | 0.2 | 1.2 | -6.6 | 10.5 | -1.0
Cc1ccc(C(=O)N(Cc2nc3ccccc3c(=O)[nH]2)C2CCCC2)cc1 | -1.7 | 1.5 | 0.8 | -2.7 | 2.9 | -0.2 | -6.1 | 6.8 | 3.4 | 1.6
Cc1nc2c(n1C1CCCCC1)C(=O)c1ccccc1C2=O | 0.3 | -3.5 | 0.7 | 8.3 | -3.9 | -1.1 | 10.3 | 3.2 | -2.9 | 3.0
Brc1c(CSc2nc3ccccc3o2)nc2ncccn12 | 1.1 | -8.5 | -7.1 | 2.8 | 4.7 | 1.6 | 2.7 | -1.8 | -6.5 | 7.0
CC1CC(c2ccccc2)=Nc2ccccc2N1 (stereo not given) | 3.9 | 6.7 | 2.9 | 1.9 | 0.2 | -3.4 | 6.8 | 5.3 | -0.5 | 6.4

Bioassay records: PubChem BioAssay, The Scripps Research Institute Molecular Screening Center
